Screening data from PubChem BioAssay.
GALR2 blocker = antagonists of human galanin receptor 2 (GALR2) | 140,000 tested, 0.39% active | AID 828 | O43603 | inhibition, % at 4 µM | GALR2-expressing cells, antagonist mode; in the data active = inhibition above about 27%;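 note: cells stimulated with galanin 1-16 at roughly its EC80; 0% = agonist challenge control and 100% = basal control without agonist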
Target sequence (O43603 whole entry, looked up): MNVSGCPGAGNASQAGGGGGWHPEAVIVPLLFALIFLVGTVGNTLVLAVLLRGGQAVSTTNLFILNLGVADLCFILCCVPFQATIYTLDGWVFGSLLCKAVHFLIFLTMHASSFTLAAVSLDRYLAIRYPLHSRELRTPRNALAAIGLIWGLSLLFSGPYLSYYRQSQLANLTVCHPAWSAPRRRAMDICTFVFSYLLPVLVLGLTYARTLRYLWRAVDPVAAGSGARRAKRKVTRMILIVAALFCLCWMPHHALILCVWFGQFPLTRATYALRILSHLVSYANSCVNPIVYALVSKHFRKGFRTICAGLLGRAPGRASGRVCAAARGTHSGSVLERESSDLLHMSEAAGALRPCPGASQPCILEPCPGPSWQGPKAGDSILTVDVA
HCT116 PTEN-null = PTEN-deleted cell growth suppression | 140,000 tested, 1.2% active | viability, % at 10 µM | HCT116 PTEN-null viability, CellTiter-Glo, 60 h; hits give low values;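 active = viability at or below a set limit, 4 SD under the median of all tested compounds, cut at about 3.7% in these data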;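 note: PTEN knockout HCT116 line with beta catenin targeted HCT116 as companion control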
MRP-1 activ = MRP-1 activation; viability increase, % at 10 µM; H69AR cells + doxorubicin, viability rescue, CellTiter-Glo; AID 799; 140,000 tested, 0.61% active;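 active = viability gain under doxorubicin at or above a set limit, the compound median plus 3 SD, cut at about 4.7% in these data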;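 note: MRP-1 overexpressing cells given doxorubicin 25 µM after compound pretreatment; 18-22 h compound pretreatment then 72 h with doxorubicin before readout; 0% = doxorubicin-only wells and 100% = vehicle-treated cells without doxorubicin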
Yeast growth inh = reduces growth of yeast BB579 in restrictive medium; S. cerevisiae BB579 growth, OD615, 48 h; inhibition, % at 10 µM; 140,000 tested, 0.51% active; AID 804;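 active = inhibition above a set limit, 3 SD over the mean compound inhibition, cut at about 44% in these data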; note: inactives centre near -24
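Detection: OD615 turbidity measurement; Material: Saccharomyces cerevisiae DeaD strain BB579, replicative lifespan model yeast; Timing: 48 h exposure, 30 °C; Doses: single 10 µM dose; Medium: CSMM-D restrictive synthetic medium containing dextrose (glucose); Controls: amphotericin B at 10 µg/mL as positive control.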
E-sel TNF inh = blocks E-selectin expression induced by TNF alpha; 120,000 tested, 0.71% active; inhibition, % at 2 µM; HUVEC TNFa-induced E-selectin immunofluorescence, high content;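 active = inhibition above the batch mean plus 3 SD, and confirmed as a hit on visual image review, cut at about 43% in these data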;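 note: 0% = TNF-stimulated DMSO wells and 100% = unstimulated control wells; not every result past the cut was called active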
Phagocyt inh = blocks phagocytosis by macrophages | J774A.1 macrophage IgG-bead phagocytosis, imaging | inhibition, % at 5 µM | 110,000 tested, 0.07% active | AID 1029;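 active = inhibition above the mean of the plate negative controls plus 5 SD, cut at about 13% in these data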;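 note: phagocytic index as fraction of beads internalized from green versus red external bead signal; plate controls were DMSO negative control for no effect and cytochalasin-D positive control for full effect; some results beyond the cut were filed as inactive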
Yeast life ext = extends the lifespan of yeast | S. cerevisiae growth with nicotinamide, OD615; deaD strain in restrictive glucose medium | 130,000 tested, 0.68% active | inhibition of the nicotinamide effect, % at 10 µM;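 active = inhibition above a set limit, placed 3 SD over the median of all compounds, cut at about 26% in these data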;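 note: 0% = nicotinamide-treated wells and 100% = cells grown without nicotinamide; some compounds called inactive have numbers as strong as hits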
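Buffer or medium: CSMM-D glucose medium, restrictive; test system: modified budding yeast, DeaD strain; compound: single dose 10 µM compound, 0.25% DMSO; schedule: culture preincubation 4 h, compound exposure 48 h, both 30 °C; detection: optical density (absorbance) at 615 nm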
NPY-Y2 antag = antagonists of human neuropeptide Y receptor Y2. P49146. NPY-Y2 expressing cells, antagonist mode. inhibition, % at 2.7 µM. 140,000 tested, 0.99% active; in the data active = inhibition above about 17%;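 note: 0% = vehicle with agonist challenge and 100% = reference antagonist with challenge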
Target sequence (P49146 whole entry, looked up): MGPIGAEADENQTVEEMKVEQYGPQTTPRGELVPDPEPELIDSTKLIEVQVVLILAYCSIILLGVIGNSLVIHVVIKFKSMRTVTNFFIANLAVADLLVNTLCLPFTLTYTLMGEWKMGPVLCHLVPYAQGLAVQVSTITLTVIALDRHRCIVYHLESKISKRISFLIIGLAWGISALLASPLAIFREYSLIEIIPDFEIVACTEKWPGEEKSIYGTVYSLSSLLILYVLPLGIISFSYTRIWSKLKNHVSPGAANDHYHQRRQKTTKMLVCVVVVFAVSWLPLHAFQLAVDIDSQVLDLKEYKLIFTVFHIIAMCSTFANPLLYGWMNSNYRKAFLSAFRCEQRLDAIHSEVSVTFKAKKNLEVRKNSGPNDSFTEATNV
bCat KO growth = beta-catenin-lacking colon tumor cell growth suppression | viability, % at 10 µM | HCT116 beta-catenin knockout viability, CellTiter-Glo, 60 h; hits give low values | 140,000 tested, 1.5% active | AID 818;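 active = viability at or under a set limit, the compound median less 4 SD, cut at about 6% in these data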;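 note: 0% = Hyamine 1622 control at 20 µM and 100% = untreated cell control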
Measles CPE = protection of cells from measles virus; Measles virus-infected cells, CPE protection, absorbance; protection (pct of control), % at 4 µM; 140,000 tested, 1.5% active; AID 841; in the data active = protection mostly above about 24%, no sharp cut-off; inactive = mostly below about 26%; note: some compounds called inactive have numbers as strong as hits
The depositor's hits bear a star; . = not tested or not shown.

SMILES | GALR2 blocker | HCT116 PTEN-null | MRP-1 activ | Yeast growth inh | E-sel TNF inh | Phagocyt inh | Yeast life ext | NPY-Y2 antag | bCat KO growth | Measles CPE
Cc1nc2ncnn2c(C)c1CCC(=O)N1CCN(C(=O)c2ccco2)CC1 | 11 | 100 | 0.4 | -30 | 22 | -3 | 16 | 0 | 108 | 15
CC1CCc2c(sc3nc(CN4CCOCC4)nc(N4CCc5ccccc5C4)c23)C1 (centres undefined) | 10 | 60 | -2.0 | -41 | -13 | . | 4 | 13 | 61 | 4
Cc1ccc(C2(C)NC(=O)N(CC(=O)NCc3cccs3)C2=O)cc1 (centres undefined) | 5 | 103 | -0.9 | -40 | -5 | -4 | 6 | 2 | 84 | 10
CCN(CC)c1ccc2cc(-c3nc4ccccc4[nH]3)c(=O)oc2c1 | 26 | 63 | -5.8 | -15 | 5 | 0 | -3 | 0 | 60 | 5
CSc1nc2ccc(NS(=O)(=O)c3c(Cl)cccc3Cl)cc2s1 | 2 | 92 | -3.0 | -35 | . | 4 | -4 | 16 | 94 | 28
O=c1c2ccccc2[nH]c(=S)n1CCC1=CCCCC1 | 1 | 79 | -1.9 | -34 | . | -10 | 1 | 3 | 75 | 23
CC(C)C[C@@H]1NC(=O)[C@H](C(C)C)NC(=O)c2cc([N+](=O)[O-])cc(I)c2OCC[C@@H](C(N)=O)NC1=O | -7 | 96 | -0.5 | -32 | -17 | . | 8 | 0 | 94 | 5
CCCCc1ccc(NC(=S)N2CCCC(CO)C2)cc1 (centres undefined) | -8 | 86 | 0.2 | 0 | . | . | 3 | -1 | 90 | 12
COc1cc(NC(=O)CN2C(=O)NC(C)(CCC(C)C)C2=O)cc(OC)c1 (centres undefined) | 6 | 95 | -0.1 | -6 | -1 | 0 | -13 | -1 | 83 | 21
Cc1cccc2cc(C#N)c(N3CCCC3)nc12 | 1 | 95 | -2.0 | -34 | . | -2 | -12 | 0 | 101 | 9
CSc1nnc(-c2ccccc2)n1N | -9 | 102 | -3.0 | -37 | -3 | -3 | -6 | 0 | 88 | 12
Cc1sc2c(=O)n3c(nc2c1C(=O)NCCCN1CCOCC1)CCCCC3 | -2 | 1.5* | -3.7 | 6 | 11 | 2 | -23 | 1 | 107 | 3
CCCCn1c(SCC(=O)Nc2cccc(C)n2)nnc1-c1ccco1 | 8 | 94 | -0.5 | -52 | 2 | 0 | -2 | 3 | 101 | 5
CCn1c(SC)nnc1-c1nnc(SC)n1CC | -6 | 94 | -0.8 | -39 | -11 | -2 | -2 | 1 | 103 | 9
O=C1CC(N2CCN(Cc3ccccc3)CC2)C(=O)N1c1ccccc1 (centres undefined) | 5 | 102 | -3.2 | -22 | -11 | -1 | -20 | 2 | 96 | 2
Cc1ccc(-c2csc3ncn(-n4c(C)ccc4C)c(=O)c23)o1 | -5 | 85 | -1.7 | -7 | -2 | -1 | -5 | 3 | 87 | 14
COc1ccc(Cl)cc1N1Cc2ccccc2C1 | 6 | 89 | -1.2 | -46 | 17 | . | -13 | 3 | 81 | 4
COc1cccc(-c2cc(C(=O)Nc3cc(C)n(Cc4ccc(Cl)cc4)n3)no2)c1 | 13 | 36 | -0.2 | -46 | -37 | -1 | -4 | 5 | 41 | 19
CCOC(=O)C1CCN(C(=O)Cc2ccc(OC)c(OC)c2)CC1 | -4 | 98 | -1.0 | 1 | 15 | . | -9 | 3 | 100 | 10
O=C(Cc1cccs1)Nc1ccc(-c2nnn(CC(=O)N3CCOCC3)n2)cc1 | -2 | 101 | -0.5 | -44 | . | 0 | -16 | -1 | 93 | 36
CCOC(=O)COc1c(C=O)cc(Br)cc1OC | 16 | 96 | -2.3 | -72 | 19 | . | 50 | 2 | 104 | 11
CCc1cc(-c2n[nH]c(=S)n2N)n(C)n1 | 2 | 111 | -2.2 | 23 | -59 | . | -3 | 1 | 95 | 21
COCCn1c(-c2ccc(Cl)cc2)cnc1SCC(=O)NCCc1ccc(OC)c(OC)c1 | -12 | 60 | -3.4 | -10 | -2 | -12 | -2 | 9 | 48 | 4
CSc1ccc(C(=S)N2CCN(C)CC2)cc1 | 4 | 98 | -3.5 | -10 | -27 | -1 | -9 | 4 | 100 | 6
Cc1ccc(CN(C(=O)c2c(F)cccc2F)C2CC(C)(C)NC(C)(C)C2)o1 | 2 | 104 | -1.3 | -47 | -17 | 1 | 6 | 2 | 98 | 10
Cc1cc(=O)oc(C)c1C(=O)NC1CC(C)(C)NC(C)(C)C1 | 5 | 90 | -2.1 | 3 | 5 | . | . | 1 | 94 | 6
Cc1ccc(S(=O)(=O)N2CCC(=O)N(CCOC(=O)Nc3ccc(F)cc3)CC2)cc1 | -11 | 66 | -2.4 | 9 | . | . | -4 | -1 | 50 | 1
Cc1cc(Cl)c(S(=O)(=O)NCc2cccnc2)cc1OCC(=O)NC1CCCCC1 | -1 | 81 | -2.4 | -24 | 6 | -1 | -5 | -2 | 89 | 28
Cc1ncc(CC(=O)n2cc(C(=O)c3cc(Cl)ccc3O)cn2)s1 | 12 | 98 | 0.3 | 68* | -28 | -2 | -6 | 2 | 96 | 37
COc1cccc(-n2c(Cc3cc(=O)[nH]c(=O)[nH]3)nnc2SCC(=O)N2CCC(C)CC2)c1 | 12 | 99 | -1.1 | -16 | -4 | -1 | -2 | 0 | 99 | 4
Cc1c(C(=O)Nc2nccs2)sc2nc(-c3cccs3)cc(C(F)(F)F)c12 | 9 | 2.2* | -1.5 | -24 | -4 | . | -6 | 8 | 1.8* | 26
Cc1nn(-c2ccccc2)c(C)c1P(=O)(c1ccccc1)N(C)C (centres undefined) | -1 | 94 | -1.4 | -5 | 3 | 0 | -11 | 1 | 98 | 5
O=C(/C=C\c1ccco1)Nc1ccc(N2CCN(C(=O)c3ccccc3)CC2)cc1 | 6 | 62 | -2.8 | -9 | . | 10 | -2 | 1 | 64 | 4
COc1ccc(Cl)cc1Nc1cc(C)nc2nc(C)nn12 | 5 | 102 | -1.4 | 3 | -31 | . | 1 | 0 | 101 | 2
O=C(COc1cccc2ccccc12)N/N=C/c1ccc(Sc2nc3ccccc3s2)o1 | -2 | 78 | -4.0 | -22 | 21 | . | 0 | -1 | 83 | 4
CN1/C(=C\C=Nc2ccc3ccccc3c2)C(C)(C)c2ccccc21 | 13 | 50 | -4.2 | -16 | 13 | . | -16 | 3 | 47 | 5
COc1ccc(S(=O)(=O)NCc2ccccc2Cl)cc1OC | 0 | 91 | -3.3 | 10 | -4 | 0 | -2 | 2 | 92 | 6
CC(C)C(=O)N1CCN(c2nc(-c3ccccc3)c3c(c2C#N)CCCC3)CC1 | -2 | 79 | -3.6 | -32 | 8 | 0 | -16 | 11 | 81 | 4
Cc1ccc(C(=O)NC(=S)NNC(=O)c2ccccc2[N+](=O)[O-])cc1 | 3 | 80 | -1.4 | -23 | -16 | . | . | 3 | 79 | 22
CCOC(=O)c1ccc(NC(=O)CN2C(=O)C(C)SC(C)C2=O)cc1 (centres undefined) | 4 | 94 | 0.9 | -42 | . | . | 0 | 1 | 97 | 1
CCOc1ccc(OCC(=O)OCn2c(SC)nnc(C)c2=O)cc1 | 6 | 108 | 0.2 | 8 | . | -13 | 2 | 1 | 96 | 24
CCC(=O)c1ccc(OCc2ccc(C(=O)OC)cc2)c(OC)c1 | 8 | 64 | -3.8 | -36 | -51 | -3 | -25 | 2 | 78 | 1
CC(C)c1ccc(NC(=S)NN(c2ccccc2)c2ccccc2)cc1 | -13 | 85 | -3.4 | -24 | -17 | -1 | -1 | 4 | 90 | 23
COc1cccc(OC)c1C(=O)Nc1ccccc1C(=O)N1CCOCC1 | 1 | 101 | -0.6 | -27 | -7 | 1 | -8 | 1 | 104 | 11
CCCCn1nnnc1SCC(=O)Nc1ccc2c(c1)OCO2 | -2 | 102 | -2.1 | -12 | -21 | -1 | 0 | 6 | 95 | 17
O=C(NNC(=O)C1CCN(S(=O)(=O)c2ccc(Cl)cc2)CC1)c1ccc(S(=O)(=O)N2CCCCC2)cc1 | 0 | 90 | -1.6 | -21 | 15 | -12 | 7 | 12 | 86 | 6
Cc1ccc(C2=NN(S(C)(=O)=O)C(c3ccc4c(c3)OCO4)C2)cc1 (centres undefined) | 8 | 98 | -1.4 | -36 | . | . | 5 | 4 | 93 | 17
FC(F)(F)c1cnc(Oc2ccc(-c3nnco3)cc2)c(Cl)c1 | -12 | 98 | 0.1 | -16 | 2 | 0 | -15 | 3 | 100 | 45
CN(C)CCCOC(=O)c1ccc(Cl)cc1 | 10 | 101 | 0.5 | -57 | -24 | 0 | -8 | 0 | 100 | 4

An excerpt from above in order of SMILES length, highest first.
SMILES | GALR2 blocker | HCT116 PTEN-null | MRP-1 activ | Yeast growth inh | E-sel TNF inh | Phagocyt inh | Yeast life ext | NPY-Y2 antag | bCat KO growth | Measles CPE
CC(C)C(=O)N1CCN(c2nc(-c3ccccc3)c3c(c2C#N)CCCC3)CC1 | -2 | 79 | -3.6 | -32 | 8 | 0 | -16 | 11 | 81 | 4
Cc1ccc(C2=NN(S(C)(=O)=O)C(c3ccc4c(c3)OCO4)C2)cc1 (centres undefined) | 8 | 98 | -1.4 | -36 | . | . | 5 | 4 | 93 | 17
CCOC(=O)c1ccc(NC(=O)CN2C(=O)C(C)SC(C)C2=O)cc1 (centres undefined) | 4 | 94 | 0.9 | -42 | . | . | 0 | 1 | 97 | 1
CC(C)c1ccc(NC(=S)NN(c2ccccc2)c2ccccc2)cc1 | -13 | 85 | -3.4 | -24 | -17 | -1 | -1 | 4 | 90 | 23
CCC(=O)c1ccc(OCc2ccc(C(=O)OC)cc2)c(OC)c1 | 8 | 64 | -3.8 | -36 | -51 | -3 | -25 | 2 | 78 | 1
CN(C)CCCOC(=O)c1ccc(Cl)cc1 | 10 | 101 | 0.5 | -57 | -24 | 0 | -8 | 0 | 100 | 4

An excerpt of these results, comma-delimited.
mol,GALR2 blocker,HCT116 PTEN-null,MRP-1 activ,Yeast growth inh,E-sel TNF inh,Phagocyt inh,Yeast life ext,NPY-Y2 antag,bCat KO growth,Measles CPE
FC(F)(F)c1cnc(Oc2ccc(-c3nnco3)cc2)c(Cl)c1,-12,98,0.1,-16,2,0,-15,3,100,45
CN(C)CCCOC(=O)c1ccc(Cl)cc1,10,101,0.5,-57,-24,0,-8,0,100,4

Outcome played no part in choosing rows; 6.1% or so of the library scored in one or more.
